KLF5 inh – kruppel-like factor 5 inhibition; DLD-1 KLF5 promoter-luciferase reporter, luminescence; inhibition, % at 5 µM; 290,000 compounds, 0.23% hits;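 active = inhibition above a per-plate limit of that plate's mean compound inhibition plus 3 SD, cut at about 60% in these data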;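 also: 0% = DMSO wells and 100% = LY294002 at 200 µM; higher means less KLF5 promoter-driven luciferase light; inactives centre near -14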
HSF-1 act – increases HSF-1 driven luciferase reporter signal. NIH3T3-HGL HSF-1 luciferase reporter, MG132, 8 h; 100% = twice DMSO control signal. activation, % at 9 µM. 300,000 compounds, 1.7% hits;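 active = mean replicate activation of at least 50% with a set share of replicates each reaching 50%; inconclusive = only one of those two conditions met; inactive = mean below 50% and too few replicates reaching it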;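 also: 0% = median of the neutral control wells and 100% = twice that signal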
HDAC3 inh – human HDAC3 inhibition; AID 2718; 320,000 compounds, 0.15% hits; O15379; recombinant HDAC3, fluorogenic peptide/trypsin coupled, fluorescence; inhibition, % at 8.3 µM; in the data active = inhibition above about 26%, passing the limit was not always enough; inconclusive = no clear call, values can overlap the other calls
Target sequence (O15379 whole entry, looked up): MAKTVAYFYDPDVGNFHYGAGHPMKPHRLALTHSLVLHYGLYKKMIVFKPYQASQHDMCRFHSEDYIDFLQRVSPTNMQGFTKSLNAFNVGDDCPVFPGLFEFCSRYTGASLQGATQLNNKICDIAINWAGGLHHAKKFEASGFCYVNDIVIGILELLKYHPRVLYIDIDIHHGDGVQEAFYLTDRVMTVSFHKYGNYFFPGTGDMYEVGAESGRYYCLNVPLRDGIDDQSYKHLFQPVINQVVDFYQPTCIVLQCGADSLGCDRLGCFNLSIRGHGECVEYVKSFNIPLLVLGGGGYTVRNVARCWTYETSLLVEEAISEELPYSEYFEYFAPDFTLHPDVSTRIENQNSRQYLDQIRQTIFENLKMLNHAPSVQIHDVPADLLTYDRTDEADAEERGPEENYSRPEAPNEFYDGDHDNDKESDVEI
aSyn 5UTR inh – MLPCN primary screen, SNCA 5' untranslated region. alpha-synuclein 5'UTR reporter, inhibitor activity. inhibition, % (tested at 7.5 µM). 300,000 compounds, 0.82% hits. AID 1813; in the data active = inhibition above about 60%; inconclusive = no clear call, values can overlap the other calls;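 also: H4 neuroglioblastoma cells stably carrying SNCA 5'UTR luciferase fusion; 0% = DMSO wells and 100% = positive control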
Platelet DG rel – modulates dense granule release in human platelets. human platelet-rich plasma, SFLLRN dense granule ATP release, luminescence. 300,000 compounds, 0.22% hits. inhibition, %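 (compounds screened at 7.5 µM in platelet-rich plasma)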;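 active = mean replicate score, as percent of positive control, at or above 50; inconclusive = mean below 50 but at least one replicate at or above 50; inactive = mean and every replicate below 50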
IEC-6 tox – kills IEC-6 intestinal cells in KLF5 counter-screen. inhibition, % at 5 µM. AID 1825. IEC-6 cytotoxicity, luminescence viability. 290,000 compounds, 0.78% hits; in the data active = inhibition above about 22%;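 also: 0% = plate median of test compound wells and 100% = cytotoxic reference compound wells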
HSP90 inh – inhibitors of HSP90 luciferase refolding in rabbit reticulocyte lysate; 290,000 compounds, 0.91% hits; luciferase refolding luminescence, 3 h; inhibition, % at 5.6 µM;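 active = inhibition above the screen-wide mean plus 3 SD, computed separately per campaign, cut at about 16% in these data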;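 also: 0% = DMSO wells and 100% = 60 µM geldanamycin wells; inhibitors lower the luminescence because luciferase stays unfolded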
HIF act – HIF pathway transcriptional activation; 300,000 compounds, 0.32% hits; U2OS HRE-luciferase reporter, luminescence; normalized: DMSO 0%, desferrioxamine 100%; activation, % at 7.5 µM (by protocol);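 active = mean activation of at least 10% of the iron chelator positive control signal, with at least half of replicates also reaching 10%; inconclusive = mean and replicate majority disagree about reaching 10%; inactive = mean and most replicates under 10%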
AI-2 QS mod – Vibrio harveyi AI-2 quorum sensing modulation; 300,000 compounds, 0.4% hits; Vibrio harveyi JMH597 AI-2 luminescence/OD600 ratio, 9 h; stronger effect = lower value; strain lacks LuxN and CqsS sensors; 0 = neutral-control median; activity change, % at 7.5 µM; in the data active = activity change below about -75%, passing the limit was not always enough; inconclusive = no clear call, values can overlap the other calls;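 also: luminescence divided by OD600 gain over 9 h not by final OD600 alone; inactives centre near 13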
HSF1 inh – HSF1 inhibition; activity change, negative = inhibition, % at 7.5 µM (by protocol); NIH3T3-HGL HSE-luciferase, MG132-induced, luminescence 8 h; stronger effect = lower value; 300,000 compounds, 0.77% hits;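 active = more than half of replicate wells show activity change below -50%, luminescence cut by over half; inconclusive = some wells, but at most half, below -50%; inactive = no replicate well below -50%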;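 also: luciferase reports HSF-1 transcriptional activity via heat shock element; 0% = median of DMSO wells and -100% = zero luminescence signal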
Active calls of the source: *; ? = inconclusive; . = not tested or not shown.

molecule	KLF5 inh	HSF-1 act	HDAC3 inh	aSyn 5UTR inh	Platelet DG rel	IEC-6 tox	HSP90 inh	HIF act	AI-2 QS mod	HSF1 inh
CC(=O)NC(NC(=S)Nc1ccc(N=Nc2ccccc2)cc1)C(Cl)(Cl)Cl (stereo unspecified)	-29	28	-2	-13	-1	6	0	2.5	8	5
CCN(CC)c1ccc(-c2nc3cnccc3n2C)cc1	-49	24	.	-111	-7	1	0	2.8	4	11
CCOc1ccc(N(CC(=O)Nc2ccccc2)S(C)(=O)=O)cc1	-9	4	10	-44	7	-10	-5	0.3	5	6
Cc1sc2ncnc(-n3cnc4ccccc43)c2c1C	-27	-2	-8	27	14	-2	-1	0.4	-10	-11
COc1ccc(NC(=O)N(Cc2ccc(C)cc2)Cc2ccccn2)c(OC)c1	-26	-5	6	15	-10	-5	-2	0.1	38	-2
O=S(=O)(NCc1ccncc1)c1ccc(S(=O)(=O)NCC2CCCO2)cc1 (stereo unspecified)	18	-3	1	8	-3	1	-2	0.1	1	-6
Cc1ccc(CCNC(=O)C2CCN(S(=O)(=O)N3CCOCC3)CC2)cc1	-28	1	4	40	17	-7	-2	-0.8	25	3
CCCC(C(=O)n1nc(C)cc1C)C(NS(=O)(=O)c1ccc(C)cc1)c1ccccc1 (stereo unspecified)	-6	11	?	29	-5	0	2	-0.1	23	3
Cc1cc(C)cc(OC(=O)c2cccnc2)c1	6	-2	6	9	0	1	-3	-1.6	11	4
CN1CCN(S(=O)(=O)c2cccc(C(=O)Nc3cccc([N+](=O)[O-])c3)c2)CC1	.	-4	0	-22	4	.	.	0.1	12	-14
O=C(O)c1nn(CC(=O)N2CCN(S(=O)(=O)c3ccc(Cl)cc3)CC2)c(=O)c2ccccc12	-8	-18	.	7	-1	-2	-1	-0.5	2	-3
O=C(O)c1ccc(NC2=C(Cl)C(=O)c3ccccc3C2=O)cc1	-29	-39	3	0	-3	5	6	1.8	?	?
O=C(NCC(c1ccco1)N1CCCCC1)c1ccc(COc2ccccc2)cc1 (stereo unspecified)	.	4	10	-1	0	.	.	0.0	18	-1
CCOC(=O)c1[nH]ncc1CN1CCCC(C(=O)c2ccc(OC)cc2C)C1 (stereo unspecified)	-50	-17	-3	12	-2	0	-1	-0.2	16	-12
COc1ccc(S(=O)(=O)Cc2ccc(C(=O)NCc3cccs3)o2)cc1	-3	-3	-3	11	0	0	1	0.1	15	-3
Cc1ccc(-c2nnn(CC(=O)NCc3ccccc3)n2)c(-n2cnnn2)c1	3	-6	-7	-5	-2	-7	-2	-0.3	40	4
CCOC(=O)CSc1nnc(COc2cccc(C)c2)o1	-21	15	5	6	-1	10	-2	0.7	?	4
N#C/C(=C/c1ccc2c(c1)OCO2)C(=O)NCCc1c[nH]c2ccccc12	3	-3	-2	26	9	2	9	-0.1	21	-6
O=C(Nc1ccccc1)O[C@@H]1C[C@H]2CCC(=O)N3CC[C@@H](C1)[C@@H]23	-94	-2	10	-136	10	8	-8	3.9	3	7
CC(C)n1nc(C(=O)Oc2ccc(Cl)cc2)c2ccccc2c1=O	9	25	2	-11	12	-6	-4	-0.8	12	4
Cc1cnc(C(=O)NC(Cc2ccccc2)c2ccccc2)cn1 (stereo unspecified)	-16	-1	-1	-5	-2	3	-3	0.5	19	2
COc1ccc(NC(=S)N/N=C/c2cccn2Cc2ccccc2F)cc1	-11	0	0	26	17	-6	2	0.6	0	-4
O=C(Cn1cccn1)N1CCCC(Nc2ccc(F)c(F)c2)C1 (stereo unspecified)	-13	-6	0	10	16	-2	2	0.6	2	-11
O=C(O)CCC(=O)NNc1ccccc1[N+](=O)[O-]	8	-10	-13	-7	-1	-6	-7	0.2	24	-6
C=CCNC(=O)c1onc(CSc2cccc(Cl)c2)c1C(=O)O	-17	-17	1	12	-2	-4	-9	0.1	0	-3

The final five records of the part before come first, to join the parts.
molecule	KLF5 inh	HSF-1 act	HDAC3 inh	aSyn 5UTR inh	Platelet DG rel	IEC-6 tox	HSP90 inh	HIF act	AI-2 QS mod	HSF1 inh
Cc1cnc(C(=O)NC(Cc2ccccc2)c2ccccc2)cn1 (stereo unspecified)	-16	-1	-1	-5	-2	3	-3	0.5	19	2
COc1ccc(NC(=S)N/N=C/c2cccn2Cc2ccccc2F)cc1	-11	0	0	26	17	-6	2	0.6	0	-4
O=C(Cn1cccn1)N1CCCC(Nc2ccc(F)c(F)c2)C1 (stereo unspecified)	-13	-6	0	10	16	-2	2	0.6	2	-11
O=C(O)CCC(=O)NNc1ccccc1[N+](=O)[O-]	8	-10	-13	-7	-1	-6	-7	0.2	24	-6
C=CCNC(=O)c1onc(CSc2cccc(Cl)c2)c1C(=O)O	-17	-17	1	12	-2	-4	-9	0.1	0	-3
CC(C)n1c(SCC(=O)N2CCCCC2)nc2c1c(=O)n(C)c(=O)n2C	6	-2	-1	23	-1	0	-4	0.8	.	-6
CC(=O)c1sc(NC(=O)CCNC(=O)c2ccco2)nc1-c1ccccc1	-17	-10	2	11	0	-11	-2	0.1	0	-3
COC(=O)CSc1nnc(COc2ccc3ccccc3c2)o1	-49	9	-3	28	-3	-5	0	-1.2	-17	-1
CCc1nc2ccccc2n1CCC(=O)O	-23	3	-2	5	-8	4	2	.	24	-1
CCOC(=O)N1CCN(C(=O)CSc2nnc(Cc3ccccc3)o2)CC1	2	-1	2	-2	3	3	-1	-0.2	-39	-11
CN1CCN(c2ccc(NC(=O)COc3ccc(Cl)cc3Cl)cc2)CC1	-20	11	7	-40	1	0	0	0.1	31	10
COc1cccc(NC(=O)C2C3CCC4C(CCC32)C4(Cl)Cl)c1 (stereo unspecified)	-15	1	-3	-26	13	-1	-3	0.3	9	3
COC(=O)CCC(=O)OC1(C)C(=O)C=C2C=C(C3CC3)N(CCCOC(C)C)C=C2C1=O (stereo unspecified)	.	-25	1	23	2	.	.	-0.2	27	-2
COC(=O)c1ccc[n+](CCc2c[nH]c3ccccc23)c1	.	2	1	-1	-3	.	.	0.2	10	0
O=C(NC1CCSC1=O)c1cccc(Cl)c1 (stereo unspecified)	-12	-7	2	6	-7	4	-1	0.2	22	-7
CCCCCCC(=O)NNC(=O)c1c(O)c2ccccc2n(CC)c1=O	-62	-9	-2	15	10	-6	-2	-0.4	9	-4
O=C(CCNC(=O)C1CCN(S(=O)(=O)c2ccc(F)cc2)CC1)Nc1nccs1	-52	1	-8	-5	-7	-1	-6	-0.2	31	-1
Cc1c(Br)cccc1NC(=O)c1sccc1-n1cccc1	-7	21	.	0	3	1	-3	-2.0	-6	22
O=C(C1=C(O)C(=O)N(CCN2CCOCC2)C1c1ccncc1)c1ccco1 (stereo unspecified)	-22	4	1	-12	11	8	-2	-0.6	4	-5
COC(=O)C(C)Sc1nc2c(cnn2-c2ccccc2)c(=O)[nH]1 (stereo unspecified)	-18	-3	6	17	-1	7	2	-0.2	31	-1
Cc1ccc(-c2cc(C(=O)NCc3ccco3)no2)cc1	-59	37	1	-154	10	0	0	1.6	8	23
Cc1ccc2[nH]c(=O)c(CN(Cc3cccs3)C(=S)NCc3ccco3)cc2c1	-6	27	8	1	-2	-2	-2	0.0	25	7
CC(=O)Nc1cccc(C(=O)NCC2(N3CCCCC3)CCCCC2)c1	-9	-4	-1	15	7	-1	-1	-0.4	7	-2
Cc1ccc(NC(=O)CC2NCCN(Cc3ccccc3)C2=O)cc1 (stereo unspecified)	-29	11	6	-8	8	-4	-2	-0.4	14	-3
COc1ccccc1N1CCN(CCCCOc2c(OC)cccc2OC)CC1	-19	-11	-1	-4	0	0	-1	-2.5	-1	-7
COc1ccc(NS(=O)(=O)c2ccc(-c3coc(C)n3)cc2)cc1	-29	4	6	-9	-14	-2	-4	0.0	39	-8
O=C(N1CCOCC1)N(Cc1ccco1)CC1CCCO1 (stereo unspecified)	-3	6	.	3	3	-6	-1	0.0	-15	-4
COC(=O)CCC/C=C1/SCC(NC(=O)c2ccccc2)/C1=N/O (stereo unspecified)	7	-3	1	-31	-2	-3	-2	0.3	13	-1
COc1cc(C#N)c(NS(=O)(=O)c2ccc3[nH]c(=O)sc3c2)cc1OC	-20	-4	-9	5	-2	0	-7	-0.4	9	-7
CCCCn1nc2cc(C(=O)NCc3ccc(OC)cc3)ccc2c1OCC	27	14	-18	34	4	3	3	-0.5	10	-1

The results go on:
molecule	KLF5 inh	HSF-1 act	HDAC3 inh	aSyn 5UTR inh	Platelet DG rel	IEC-6 tox	HSP90 inh	HIF act	AI-2 QS mod	HSF1 inh
C#CC1(NC(=O)NC(C)C)CCCCC1	-22	8	2	-22	0	-1	0	-0.1	-1	-10
Oc1ccc(Cl)cc1C1=Nc2ccccc2N=C(c2ccco2)C1	-25	22	2	-1	1	6	-2	2.4	11	11
CC(=O)Oc1cc2c(C(=O)NCc3ccncc3)c(C)oc2c2ccccc12	.	17	0	-37	-4	.	.	0.2	-2	6
Cc1nnc(NC(=O)C(C)Sc2nnc(-c3ccco3)n2C)s1 (stereo unspecified)	32	-15	2	22	0	4	3	-0.4	0	2
CCCCCC(=O)Nc1ccc(-c2cn3cccnc3n2)cc1	-22	-2	-149	-46	1	0	3	1.3	29	0
CC1CCCC(NC(=O)COC(=O)[C@@H](NC(=O)c2ccco2)C(C)C)C1C (stereo partly specified)	-22	6	-1	0	3	0	-3	-0.2	25	-2
Cc1c(C(=O)O/N=C(\N)c2ccccn2)cccc1[N+](=O)[O-]	-102	33	5	7	32	11	8	-2.9	11	16
CCNc1nc(NCC)n2c(SCc3ccc(F)cc3)nnc2n1	-13	6	7	8	24	1	3	-0.2	15	-4

4 entries from above, as labelled records.
Cc1c(C(=O)O/N=C(\N)c2ccccn2)cccc1[N+](=O)[O-]
  KLF5 inh: -102
  HSF-1 act: 33
  HDAC3 inh: 5
  aSyn 5UTR inh: 7
  Platelet DG rel: 32
  IEC-6 tox: 11
  HSP90 inh: 8
  HIF act: -2.9
  AI-2 QS mod: 11
  HSF1 inh: 16
Oc1ccc(Cl)cc1C1=Nc2ccccc2N=C(c2ccco2)C1
  KLF5 inh: -25
  HSF-1 act: 22
  HDAC3 inh: 2
  aSyn 5UTR inh: -1
  Platelet DG rel: 1
  IEC-6 tox: 6
  HSP90 inh: -2
  HIF act: 2.4
  AI-2 QS mod: 11
  HSF1 inh: 11
Cc1nnc(NC(=O)C(C)Sc2nnc(-c3ccco3)n2C)s1 (stereo unspecified)
  KLF5 inh: 32
  HSF-1 act: -15
  HDAC3 inh: 2
  aSyn 5UTR inh: 22
  Platelet DG rel: 0
  IEC-6 tox: 4
  HSP90 inh: 3
  HIF act: -0.4
  AI-2 QS mod: 0
  HSF1 inh: 2
CCCCCC(=O)Nc1ccc(-c2cn3cccnc3n2)cc1
  KLF5 inh: -22
  HSF-1 act: -2
  HDAC3 inh: -149
  aSyn 5UTR inh: -46
  Platelet DG rel: 1
  IEC-6 tox: 0
  HSP90 inh: 3
  HIF act: 1.3
  AI-2 QS mod: 29
  HSF1 inh: 0
